Screening results as filed in PubChem BioAssay.
AddAB inh – growth inhibition of E. coli expressing H. pylori AddAB, primary screen, AddAB inhibitor project, absorbance. inhibition, % at 11.9 µM. 330,000 tested, 0.29% active. AID 435030, 2010; in the data active = inhibition above about 12%;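 note: 0% = vehicle wells of infected cells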
MOR-DOR inv ag – inverse agonists of MOR-DOR heterodimerization, primary screen, cell-based, luminescence; cell-based MOR-DOR heterodimer luminescence, inverse agonism; inhibition, % at 9.3 µM; 340,000 tested, 0.21% active; AID 504357, 2011; in the data active = inhibition above about 22%, passing the limit was not always enough;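 note: 0% = cells with DMSO and 100% = wells without cells with DMSO; values of inactives mirror those of a sister screen read the other way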
HTR5A inv ag – HTR5A inverse agonists in luminescence cell assay, primary screen, counter-screen for OPRM1-OPRD1 heterodimer inverse agonist project, full-deck HTS | HTR5A cell line, inverse agonism | inhibition, % at 9.3 µM | 340,000 tested, 0.083% active | 5-hydroxytryptamine receptor 5A (Homo sapiens), P47898; in the data active = inhibition mostly above about 23%, no sharp cut-off; inactive = mostly below about 18%;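 note: 0% = cells with DMSO and 100% = no-cell wells with DMSO; some compounds called inactive have numbers as strong as hits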
Pemphigus Ab inh – inhibitors of pemphigus antibody binding to DSG3, primary screen, biochemical, bead-based, flow cytometry, scFv-GFP; DSG3-coupled beads, scFv-anti-DSG3-GFP binding; stronger effect = lower value; Desmoglein-3 (Homo sapiens), P32926; AID 588358, 2011; binding (percent of control), % at 10 µM; 310,000 tested, 0.48% active;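 active = binding more than 3 SD below its plate's average and above zero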;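 note: hits lower antibody fragment binding to DSG3; some compounds called inactive have numbers as strong as hits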
Target sequence (P32926 whole entry, looked up, the tested form may be a part): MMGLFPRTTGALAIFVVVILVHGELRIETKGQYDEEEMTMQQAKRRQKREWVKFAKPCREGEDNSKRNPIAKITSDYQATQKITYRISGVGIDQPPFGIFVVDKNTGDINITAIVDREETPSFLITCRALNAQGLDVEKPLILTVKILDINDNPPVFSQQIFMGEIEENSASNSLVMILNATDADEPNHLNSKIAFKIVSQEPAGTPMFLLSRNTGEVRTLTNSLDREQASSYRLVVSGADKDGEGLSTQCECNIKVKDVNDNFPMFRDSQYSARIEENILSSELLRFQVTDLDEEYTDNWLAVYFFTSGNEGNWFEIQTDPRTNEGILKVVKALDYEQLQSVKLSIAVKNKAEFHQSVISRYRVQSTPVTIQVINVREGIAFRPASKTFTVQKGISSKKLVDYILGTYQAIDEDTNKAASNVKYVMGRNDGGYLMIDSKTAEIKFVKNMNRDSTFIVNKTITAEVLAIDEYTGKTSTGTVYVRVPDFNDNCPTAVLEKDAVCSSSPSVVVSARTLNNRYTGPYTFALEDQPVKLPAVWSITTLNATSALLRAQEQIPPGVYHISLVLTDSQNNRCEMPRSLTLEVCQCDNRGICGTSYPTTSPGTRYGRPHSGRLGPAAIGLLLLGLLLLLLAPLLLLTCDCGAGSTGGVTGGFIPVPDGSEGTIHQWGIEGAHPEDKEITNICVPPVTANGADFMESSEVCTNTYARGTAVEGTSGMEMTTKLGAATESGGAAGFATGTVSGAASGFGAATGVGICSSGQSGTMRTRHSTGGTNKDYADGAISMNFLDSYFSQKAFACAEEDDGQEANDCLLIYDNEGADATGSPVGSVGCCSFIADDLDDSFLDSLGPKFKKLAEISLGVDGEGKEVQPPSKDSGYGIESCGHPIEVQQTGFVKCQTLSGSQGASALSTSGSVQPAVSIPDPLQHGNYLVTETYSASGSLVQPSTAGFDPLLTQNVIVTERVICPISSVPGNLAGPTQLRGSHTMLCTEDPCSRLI
HTR5A ag – HTR5A agonists in luminescence cell assay, primary screen, counter-screen for OPRM1-OPRD1 heterodimer agonist project, full-deck HTS; AID 504692, 2011; cell-based; 5-hydroxytryptamine receptor 5A (Homo sapiens), P47898; activation, % at 9.3 µM; 340,000 tested, 0.61% active; in the data active = activation mostly above about 9.5%, no sharp cut-off; inactive = mostly below about 7.6%;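 note: 0% = cells with vehicle only and 100% = reference agonist; strong numbers were not always called active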
SUMO Mot1 rescue – yeast Mot1-301 growth rescue at high temperature, primary screen, SUMOylation pathway inhibitor project, S. cerevisiae, ATP luminescence, 38.5C. growth rescue, % at 18.8 µM. AID 2716, 2010. S. cerevisiae Mot1-301 growth rescue; percent above DMSO median, 100 means doubled. 320,000 tested, 1% active;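 active = every valid replicate shows activation above 250% relative to neutral control wells; inactive = the rest, any valid replicate at or below 250%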;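 note: OY570 slx delta 5 strain wells were the positive control but not used for scaling; some compounds called inactive have numbers as strong as hits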
phage Ecoli inh – growth loss of phage-infected E. coli, primary screen, RecBCD inhibitor project, absorbance, with phage, HTS; inhibition, % at 11.9 µM; 360,000 tested, 0.26% active; in the data active = inhibition above about 11%
MOR-DOR ag – agonists of OPRM1-OPRD1 heterodimerization, primary screen, cell-based, luminescence; Mu-type opioid receptor (Homo sapiens) + Delta-type opioid receptor (Homo sapiens), …; cells; activation, % at 9.3 µM; 340,000 tested, 0.3% active; in the data active = activation above about 18%;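 note: 0% = vehicle-treated cells and 100% = reference agonist; values of inactives mirror those of a sister screen read the other way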
PKA-R1A act – activators of PKA-R1A holoenzyme, primary screen, biochemical, fluorescence polarization, Cy5-IP20, bovine R1A, mouse PKAc. PKA-R1A dissociation; scaled: DMSO 0%, 113 µM cGMP 100%. 340,000 tested, 0.083% active. activation, % at 11.4 µM. cAMP-dependent protein kinase type I-alpha regulatory subunit (Bos taurus) + …;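 active = percent activation above the mean of all tested compounds plus 3 SD, cut at about 19% in these data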;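 note: higher means more PKAc released from R1A so a rise in polarization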
PfHsp90 yeast 2 – growth inhibition of PfHsp90-expressing yeast, primary screen, antimalarial PfHsp90 inhibitor project, S. cerevisiae, BacTiter-Glo luminescence, single point, set 2 | BacTiter-Glo ATP, 48 h; yeast lacking PDR1 and PDR3 efflux regulators | inhibition, % at 9.4 µM | 310,000 tested, 0.32% active;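 active = every replicate shows inhibition above about 80%, whatever the replicate mean, limit read from the data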;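 note: 0% = DMSO neutral controls and 100% = 20 µM radicicol positive controls; yeast relying on Plasmodium falciparum Hsp90 in place of its own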
E coli growth – E. coli V3065 growth inhibition, primary screen, counter-screen for AddAB inhibitor project, absorbance, OD600; AID 449728, 2010; 330,000 tested, 0.27% active; 18 h; inhibition, % at 11.9 µM;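 active = inhibition above the campaign's mean inhibition across all tested compounds plus 3 SD, cut at about 9.9% in these data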;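 note: uninfected addAB+ strain grown without phage in ampicillin broth; 0% = DMSO wells and 100% = ciprofloxacin 0.95 µg/ml wells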
Starred values were filed as active, the others as inactive; / = not tested or not shown. This is a random part of the collection, and some 3.2% of all compounds hit somewhere here.

SMILES	AddAB inh	MOR-DOR inv ag	HTR5A inv ag	Pemphigus Ab inh	HTR5A ag	SUMO Mot1 rescue	phage Ecoli inh	MOR-DOR ag	PKA-R1A act	PfHsp90 yeast 2	E coli growth
CCOC(=O)c1cn2nc(Oc3cccc(F)c3)ccc2n1	2.2	11	-19	/	2	3	2.3	-2.3	4	-1	0.5
O=C1/C(=C\c2cccs2)SC(=S)N1C1CCS(=O)(=O)C1 (configuration not stated)	4.0	0	4	91	2	268	-0.5	0.0	-4	5	-0.2
Cn1c(=O)[nH]c(=O)c2c1nc(N1CCOCC1)n2CCSc1nc2ccccc2[nH]1	3.2	6	-9	97	7	-20	1.8	-1.1	-8	/	-1.3
C[C@@H](NC(=O)c1nc[nH]c1C(=O)N1CCN(c2ccccc2)CC1)c1ccccc1	-1.3	18	-13	105	4	-2	3.2	-3.2	-1	/	-0.7
COc1ccc(NC(=O)COC(=O)CCc2ccc(S(=O)(=O)N3CCOCC3)cc2)cc1OC	-1.2	14	20	96	7	-22	5.6	-3.6	2	-31	0.4
Cc1cc(C(=O)N/N=C/c2ccccc2)c(C)o1	2.2	18	18	111	1	-12	4.5	-3.5	-12	-10	1.3
c1ccc(-c2nc(-c3ccncc3)no2)cc1	0.9	-2	-13	102	4	190	0.6	0.3	-4	-13	0.4
O=C(COc1cccc([N+](=O)[O-])c1)NN1C(=O)c2ccccc2C1=O	6.0	8	10	95	4	-1	-0.5	-1.7	4	-12	0.2
COc1ccc(Nc2ccc(Nc3ccc(OC)cc3)nn2)cc1	5.3	-10	14	99	-5	5	5.0	1.4	-5	3	4.6
COc1ccc(C)cc1S(=O)(=O)NCC(c1ccc2c(c1)OCO2)N1CCN(C)CC1 (configuration not stated)	0.6	-40	-9	107	3	48	3.5	6.3	-5	/	1.1
C=CCn1c(CCNC(=O)c2cccs2)nnc1SCC(=O)c1ccc(Br)cc1	5.6	8	-1	107	0	244	3.0	-1.5	2	19	0.7
O=C(O)CCC(=O)CCC(=O)c1ccccc1	0.7	12	2	100	-1	-4	3.0	-2.3	-5	5	-0.9
CCN1C=CC(=C2C(=O)c3ccccc3C2=O)C=C1	3.9	7	-18	96	7	-7	3.0	-1.5	3	52	0.2
NC(=O)C(NC(=O)OCc1ccccc1)c1ccccc1 (configuration not stated)	-1.5	4	-23	104	0	-3	3.8	-0.7	5	-27	-1.4
Cc1cccc(C)c1-n1c(=O)n(Cc2ccccc2)c(=O)c2[nH]cnc21	-1.9	10	9	116	1	-8	0.8	-1.9	-18	2	-4.7
COc1ccc2c(-c3ccccc3)cc(SCC(N)=O)nc2c1	2.5	11	17	189	1	26	-0.9	-2.1	-9	-13	-2.2
CN(C(=O)CSc1nnc(-c2ccccc2)n1C)C1CCS(=O)(=O)C1 (configuration not stated)	0.0	5	16	106	-6	-1	1.5	-1.1	-3	19	-2.6
CCOc1ccc(N2CC(C(=O)Nc3ccc(S(=O)(=O)Nc4ncccn4)cc3)CC2=O)cc1 (configuration not stated)	3.2	11	-25	115	2	20	1.4	-2.7	-2	17	-1.5
O=C(NCc1ccc(N2CCCC2=O)cc1)Nc1cccc2ccccc12	-3.3	-5	9	100	0	-16	0.8	1.0	-5	-9	-2.0
Cc1ccc(S(=O)(=O)N2CCN(S(=O)(=O)c3ccccc3)C2c2ccc(N(C)C)cc2)cc1 (configuration not stated)	3.8	16	-18	96	2	-10	1.3	-2.5	-16	0	-1.2
Cc1ccc(-c2nnn(CC(=O)N(CC3CCCO3)C(C(=O)NC(C)(C)C)c3ccc(F)cc3)n2)o1 (configuration not stated)	-1.0	3	16	92	-6	0	3.9	-0.7	4	/	-0.9
Cn1nccc1NC(=O)Nc1ccc(OC(F)(F)F)cc1	3.7	/	/	92	/	4	0.1	/	/	28	0.7
O=C(NCCOc1ccccc1)C1Nc2ccc(OC(F)(F)F)cc2C2C=CCC12 (configuration not stated)	2.1	-5	-12	101	0	-5	3.2	0.9	-3	11	-1.6
COCCn1ccc2c(OCC(=O)NCCc3ccc(OC)c(OC)c3)cccc2c1=O	-0.2	2	3	115	-1	-5	2.6	-0.4	-8	-2	1.1
Cc1ccc(S(=O)(=O)N2[C@@H](c3ccc(F)cc3)C(C(=O)O)=CC[C@H]2c2cccc(Cl)c2)cc1	3.4	11	-19	107	7	-5	2.5	-2.0	-7	1	0.1
COc1ccc(NC(=S)Nc2cccc([N+](=O)[O-])c2)cc1	-0.5	8	3	/	-1	232	1.8	-1.6	2	-24	-0.8
CCCSc1ccc(C(=O)Nc2ccc(F)cc2F)cn1	1.5	-7	-3	69	-1	-24	2.5	1.5	8	0	1.5
Nn1cnnc1N/N=C/c1ccc(Cl)c([N+](=O)[O-])c1	11	-28	-6	101	8	8	2.3	5.6	3	-11	5.3
CCN(CC1COc2ccccc2O1)C(=O)c1ccc(Cl)c(S(=O)(=O)N2CC(C)OC(C)C2)c1 (configuration not stated)	-0.9	2	-2	98	1	177	1.3	-0.3	-6	/	0.4
COc1ccc(Cl)cc1NC(=O)c1ccoc1C	-0.7	15	3	105	1	149	1.2	-2.6	-12	7	-1.1
CCCCn1c(N)c(N(Cc2ccccc2OC)C(=O)C(C)Oc2ccc(Cl)cc2)c(=O)[nH]c1=O (configuration not stated)	2.4	13	2	119	-1	-10	-0.8	-2.3	1	3	1.6
Cc1cc(=O)nc2c3ccccc3n(CC(=O)Nc3ccccc3Br)n12	0.4	6	-15	134	6	6	3.8	-1.2	-9	0	-0.2
Cc1nc2ccc(NS(=O)(=O)c3ccc(F)c(F)c3F)cc2s1	2.2	11	-5	102	2	3	-4.6	-2.6	-11	-20	3.5
CS(=O)(=O)N1CCN(C(=O)CSc2ccccc2)CC1	0.2	2	-8	116	0	133	3.6	-0.3	6	0	-0.5
COc1ccc([C@H]2Cc3cccc(O)c3C(=O)O2)cc1O	2.3	21	4	100	6	-4	1.3	-3.8	10	-3	1.6
CC(C)(C)NC(=O)/C(=C\c1cccnc1)NC(=O)c1ccco1	3.5	6	13	101	-6	5	-0.1	-1.2	7	-1	-3.2
O=C(CCN1C(=O)c2ccccc2C1=O)Nc1ccc(-c2nc3ccccc3s2)cc1	-0.5	-6	0	98	5	330	2.5	1.4	-11	20	3.3
CCOC(=O)c1cccc(NC(=O)c2cc3ccccc3o2)c1	/	-13	18	111	4	13	1.0	2.3	-8	-1	/
COC(=O)Cn1cccc1C(=O)c1ccccc1	0.9	12	0	101	3	-3	1.9	-2.4	4	-8	-0.6
Cc1cc(Cl)ccc1NC(=S)NCCCN1CCCC1=O	1.0	16	6	88	6	-15	2.1	-3.1	-10	-9	1.2

Pulled one by one from the list above (2):
SMILES	AddAB inh	MOR-DOR inv ag	HTR5A inv ag	Pemphigus Ab inh	HTR5A ag	SUMO Mot1 rescue	phage Ecoli inh	MOR-DOR ag	PKA-R1A act	PfHsp90 yeast 2	E coli growth
CC(C)(C)NC(=O)/C(=C\c1cccnc1)NC(=O)c1ccco1	3.5	6	13	101	-6	5	-0.1	-1.2	7	-1	-3.2
CCOC(=O)c1cccc(NC(=O)c2cc3ccccc3o2)c1	/	-13	18	111	4	13	1.0	2.3	-8	-1	/

Additional structures
SMILES	AddAB inh	MOR-DOR inv ag	HTR5A inv ag	Pemphigus Ab inh	HTR5A ag	SUMO Mot1 rescue	phage Ecoli inh	MOR-DOR ag	PKA-R1A act	PfHsp90 yeast 2	E coli growth
COc1cc(/C=N/Nc2nc(=O)[nH]nc2C)ccc1O	1.8	21	-35	94	2	126	2.2	-3.9	-2	-15	-0.1
O=C(/C=C/c1ccc(Cl)cc1Cl)OCC(=O)N1CCCC1	2.4	-16	17	101	1	5	1.2	4.1	12	/	0.3
O=C(NNC(=S)Nc1ccccc1Cl)c1ccccc1Br	/	24	8	97	3	-35	3.1	-4.4	-5	-8	/
CCOC(=O)CSc1nc(N2CCOCC2)c2c(c1C#N)CC(C)(C)N(C)C2	-1.1	6	2	97	2	21	2.2	-1.1	-9	-25	-3.2
CCN1CCN(C(=O)c2cc3ccc(OC)cc3[nH]2)CC1	3.4	5	-10	96	2	-5	4.6	-1.2	0	4	3.4
Cc1ccc2c(c1)cc1c(=O)n(CC(=O)NCc3ccccn3)nc(C)n12	2.2	14	-14	91	4	13	/	-2.7	-14	-23	-1.8
O=S1(=O)C=C(N2CCCCC2)c2ccccc21	2.7	10	-4	111	0	6	2.7	-1.8	1	11	1.7
O=C(COc1ccccc1)NC1C(=O)N2C(C(=O)O)=C(Cl)CSC12 (configuration not stated)	3.4	7	-3	115	1	10	1.2	-1.4	-5	-4	2.2
COc1ccc2[nH]c(=O)c(CN(Cc3cccs3)S(=O)(=O)c3cccc4nsnc34)cc2c1	0.3	-3	-11	99	4	/	3.4	0.6	1	-23	-1.1
COc1ccc(NC(=S)Nc2cccc(C)n2)cc1	1.3	/	/	93	/	7	2.5	/	/	-15	-1.7
Cc1ccc(C)c2[nH]c(=O)c(CCNC(=O)C(C)(C)C)cc12	-0.3	1	14	100	-5	-17	0.5	-0.2	1	-3	-1.2
CC(C)Cn1c(-c2ccccc2)nc2ccccc2c1=O	3.9	11	-9	99	-2	-13	2.4	-2.2	-3	-6	0.9
CCn1c(SCC(=O)NCc2cccs2)nnc1-c1ccncc1	0.8	5	11	102	1	28	2.0	-0.9	1	-20	-1.1
Cc1ccc(NC(=O)Cn2cnc(C(=O)Nc3ccc(C)c(C)c3)n2)cc1C	-3.8	9	-9	95	3	/	1.5	-1.9	0	-17	-6.1
COc1ccc(CNC(=O)[C@]2(C)CCC[C@@]3(C)C4CC[C@@]5(C)C[C@]4(CCC32)CC5=O)cc1 (some centres not stated)	1.7	0	-4	96	1	6	-0.4	0.1	1	/	1.0
C[C@@H]1CN([C@@H](C)CO)C(=O)c2cc(NC(=O)C3CC3)ccc2O[C@H]1CN(C)C	4.1	-19	-17	98	7	-27	0.9	3.4	9	-3	2.2
O=C(NCc1ccccc1F)C1CCCN1S(=O)(=O)c1ccc(Cl)cc1 (configuration not stated)	0.5	8	-2	113	1	-10	-1.6	-1.5	13	4	0.5
Cc1ccc(NC(=O)CSc2nnc(Cn3cnc4ccccc43)o2)cc1	2.0	15	-11	103	3	5	3.4	-2.5	1	-10	-1.2
CN(C)CCNC(=O)C(=O)Nc1cc2c3c(c1)CCN3C(=O)CC2	2.7	7	-4	123	1	-5	2.0	-1.4	-5	-12	0.1
